BH1578 lux ind: inducers of Vibrio cholerae quorum light production without autoinducers, primary screen, BH1578 luxS cqsA deficient, single point; 350,000 tested, 0.16% active; activation, % at 18.7 µM; V. cholerae BH1578 lux reporter, luminescence, 6 h; in the data active = activation mostly above about 9.7%, no sharp cut-off; note: not every result past the cut was called active; inactives centre near 0; reference of the scale not given here
Mtb FBA inh: Mtb FBA enzyme inhibitors, primary screen, biochemical, fluorescence, strain H37Rv; AID 588726, 2011; Fructose-bisphosphate aldolase (Mycobacterium tuberculosis (strain ATCC 25618 / H37Rv)), …; purified M. tuberculosis FBA, fluorescence read-out; inhibition, % at 1 µM; 360,000 tested, 2.3% active; in the data active = inhibition above about 27%;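 note: 0% = vehicle and 100% = reference inhibitor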
Target sequence (P9WQA3 whole entry, looked up): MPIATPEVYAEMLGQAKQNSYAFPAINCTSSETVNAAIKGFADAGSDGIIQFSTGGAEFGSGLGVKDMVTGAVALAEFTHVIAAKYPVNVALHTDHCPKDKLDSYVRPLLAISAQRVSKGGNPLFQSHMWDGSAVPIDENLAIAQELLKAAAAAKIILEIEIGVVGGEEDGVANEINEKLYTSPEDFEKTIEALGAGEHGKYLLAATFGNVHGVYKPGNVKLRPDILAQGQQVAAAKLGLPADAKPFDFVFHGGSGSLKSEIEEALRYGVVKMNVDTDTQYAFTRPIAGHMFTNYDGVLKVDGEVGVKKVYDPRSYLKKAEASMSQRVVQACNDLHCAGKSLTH
FadD28 FP inh: inhibitors of FadD28 bisubstrate probe binding, primary screen, biochemical, fluorescence polarization, single point | inhibition, % at 12.5 µM | 360,000 tested, 0.22% active | AID 588549, 2011; in the data active = inhibition above about 8.5%, passing the limit was not always enough
GDH-TPI counter: GDH-TPI coupling enzyme inhibitors, primary screen, artefact control for M. tuberculosis FBA inhibitor project, biochemical, absorbance, full deck; AID 588335, 2011; GDH-TPI coupled enzyme counterscreen, NADH absorbance; 360,000 tested, 1.2% active; inhibition, % at 4.8 µM; in the data active = inhibition above about 30%;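 note: 0% = DMSO wells and 100% = wells lacking the enzyme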
Y pestis TopoI: Yersinia pestis topoisomerase I inhibitors, primary screen, biochemical, cleavage product accumulation, plate reader, single point. Y. pestis Topo-I cleavage product accumulation. activity, % at 10 µM. 360,000 tested, 0.064% active. AID 504884, 2011; in the data active = activity above about 50%, passing the limit was not always enough; note: inactives centre near 2
Mtb BioA inh: M. tuberculosis BioA enzyme inhibitors, primary screen, biochemical, plate reader, single point, HTS; purified M. tuberculosis BioA enzyme; 360,000 tested, 0.096% active; 7,8-diaminopelargonic acid synthase BioA (Mycobacterium tuberculosis); inhibition, % at 9.99 µM; AID 602481, 2012; in the data active = inhibition above about 40%
UGM FP inh: M. tuberculosis UGM enzyme inhibitors, primary screen, biochemical, fluorescence polarization, single point | purified UGM, fluorescence polarization probe displacement | 320,000 tested, 0.06% active | inhibition, % at 10 µM | UDP-galactopyranose mutase (Mycobacterium tuberculosis (strain ATCC 25618 / H37Rv)), …; in the data active = inhibition above about 10%, passing the limit was not always enough
Target sequence (P9WIQ1 whole entry, looked up): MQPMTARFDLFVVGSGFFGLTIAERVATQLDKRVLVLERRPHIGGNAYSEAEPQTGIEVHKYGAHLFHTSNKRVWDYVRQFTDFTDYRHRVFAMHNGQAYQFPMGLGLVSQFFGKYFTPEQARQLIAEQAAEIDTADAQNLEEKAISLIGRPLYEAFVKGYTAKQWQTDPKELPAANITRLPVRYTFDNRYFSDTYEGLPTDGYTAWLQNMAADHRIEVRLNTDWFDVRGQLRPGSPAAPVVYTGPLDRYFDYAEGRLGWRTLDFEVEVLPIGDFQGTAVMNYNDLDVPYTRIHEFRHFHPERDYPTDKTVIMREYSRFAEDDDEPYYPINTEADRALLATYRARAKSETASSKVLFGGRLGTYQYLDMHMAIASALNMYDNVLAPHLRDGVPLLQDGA
PfHsp40 yeast: rescue of yeast from PfHsp40 toxicity, primary screen, S. cerevisiae, ATP luminescence. 340,000 tested, 0.68% active. S. cerevisiae expressing PfHsp40, growth rescue. AID 504582, 2011. growth rescue, % at 12.5 µM; in the data active = growth rescue above about 28%, passing the limit was not always enough;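 note: yeast W303a lacking pdr1 and pdr3 grown in galactose medium; growth measured after three days at 30 °C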
TcdB inh: TcdB glycohydrolase inhibitors, primary screen, biochemical, single point, plate reader | AID 652162, 2013 | inhibition, % at 9.99 µM | TcdB glycohydrolase enzymatic assay | 350,000 tested, 0.24% active; in the data active = inhibition above about 10%
Numbers without * were called inactive; i = inactive; nt = no result given; & = joins results of further samples. Not a hit list; about 4.6% have a hit in one of these screens.

SMILES	BH1578 lux ind	Mtb FBA inh	FadD28 FP inh	GDH-TPI counter	Y pestis TopoI	Mtb BioA inh	UGM FP inh	PfHsp40 yeast	TcdB inh
Cc1cc(C)cc(OCC(=O)N(Cc2cccs2)C2CCS(=O)(=O)C2)c1 (stereo unspecified)	-0.4	-0.3	-1.3	0.9	0.8	-0.2	-1.1	-0.3	nt
COc1cc(N2C(=O)C=CC2=O)ccc1N1C(=O)C=CC1=O	1.0	-2.4	-2.6	4.1	-2.2	nt	nt	2.9	-3.1
COc1ccccc1C/C(N)=N/OC(=O)COc1ccc(C)cc1C	-25.0	-1.5	-0.7	-2.0	-1.1	-1.7	-1.2	-0.1	1.2
COc1ccccc1/C=N/N1C(=O)C2C3C=CC(CC3)C2C1=O (stereo unspecified)	-0.4	6.9	-0.7	11.2	1.2	nt	5.0	13.1	0.3
CC(OC(=O)Cc1c[nH]c2ccccc12)C(=O)N(C)c1ccccc1 (stereo unspecified)	-0.8	2.3	-0.7	8.7	7.4	0.9	-3.6	0.2	-0.8
O=C(CN1C(=O)/C(=C2\SC(=S)N(C3CCS(=O)(=O)C3)C2=O)c2ccccc21)Nc1ccc(F)cc1 (stereo unspecified)	-0.4	2.1	-4.3	0.8	-3.1	0.5	-0.7	-1.5	-3.2
CCC(C)c1ccccc1NC(=O)COC(=O)CCc1cc(OC)c(OC)c(OC)c1 (stereo unspecified)	-0.2	2.0	-5.2	-5.0	6.6	nt	6.1	0.7	nt
O=C(CSc1ccc2ccccc2c1)Nc1ccc(S(=O)(=O)Nc2nccs2)cc1	-0.2	2.2	3.1	-0.7	2.2	1.4	1.0	3.3	nt
CC(=O)c1cccc(NC(=O)CSc2ccc(-c3ccc4c(c3)OCO4)nn2)c1	-2.4	0.4	-1.7	11.2	20.4	-0.6	-3.7	-0.1	1.2
CCOC(=O)c1cc(CC)sc1NC(=O)COC(=O)c1cc[n+]([O-])cc1	i	1.0	-2.8	-4.4	-11.8	nt	-1.2	0.5	0.1
CCOc1cccc(C=NCCc2ccc(OC)c(OC)c2)c1O	-0.4	1.9	-2.6	-2.8	-17.9	1.8	-3.0	1.1	0.5
COc1ccc(-c2nnn(CCc3nn[nH]n3)n2)cc1	i	3.4	-1.3	9.1	1.5	-0.7	1.6	-0.5	nt
CCc1c(C)sc2nc(SCC(=O)Nc3cc(C)on3)n(CCOC)c(=O)c12	-0.7	0.1	0.5	0.4	6.8	-7.4	-2.0	-0.3	nt
COc1ccc(C(=O)NC(=S)Nc2ccc(S(=O)(=O)Nc3cc(C)on3)cc2)cc1OC	i	-1.2	-14.2	25.9	3.6	0.3	0.7	0.2	-0.2
O=C(O)CCN1C(=O)C(=C2CCCCCC2)SC1=S	i	0.7	-0.2	22.9	7.2	-1.1	-0.4	1.4	nt
COc1ccc(-c2cc(=O)c3c(C)cc(O)cc3o2)cc1	i	8.6	-2.3	28.4	0.4	nt	nt	-1.3	0.4
COCCNC(=O)C1CCN(C(=O)C2CC(=O)N(c3ccc(C)cc3)C2)CC1 (stereo unspecified)	-0.4	4.8	-1.9	3.0	-0.4	-2.5	-0.4	0.7	-0.8
c1nnn(C23CC4CC(CC(C4)C2)C3)n1	-0.4	0.6	-2.8	14.3	-7.0	nt	-0.5	0.4	nt
O=C(NNC(=O)c1cc(Br)c(Br)s1)c1ccncc1	-0.4	-2.3	-2.4	24.2	1.3	-1.7	-2.6	-0.7	-9.6
CCN(C(=O)Cc1c(C(=O)O)n(C)c2ccccc12)c1ccc(F)cc1	-0.3	2.8	-1.3	2.5	10.8	nt	0.4	4.7	5.1
O=c1[nH]c(=O)n(C2CCCCCC2)c(O)c1C=NCC1CCCO1 (stereo unspecified)	1.7	1.8	-0.5	9.3	-7.4	-2.2	4.5	-1.2	nt
Cc1ccc(OCC(O)CN2CCN(CC(O)COc3ccc(C)cc3)CC2)cc1 (stereo unspecified)	-3.0	-2.5	-1.7	18.2	3.9	-0.4	1.8	0.0	nt
CCc1onc(C)c1C(=O)Nc1ccc(N2CCOCC2)cc1	-0.1	-2.2	-1.0	15.7	-0.5	0.1	3.9	1.4	-0.9
CC1(C)CC(N(Cc2cccs2)C(=O)c2ccco2)CCO1 (stereo unspecified)	-0.6	1.2	1.3	8.6	6.1	-1.1	4.0	-1.6	nt

6 entries from above, ordered by count of non-hydrogen atoms, largest number first:
SMILES	BH1578 lux ind	Mtb FBA inh	FadD28 FP inh	GDH-TPI counter	Y pestis TopoI	Mtb BioA inh	UGM FP inh	PfHsp40 yeast	TcdB inh
COc1ccc(C(=O)NC(=S)Nc2ccc(S(=O)(=O)Nc3cc(C)on3)cc2)cc1OC	i	-1.2	-14.2	25.9	3.6	0.3	0.7	0.2	-0.2
Cc1ccc(OCC(O)CN2CCN(CC(O)COc3ccc(C)cc3)CC2)cc1 (stereo unspecified)	-3.0	-2.5	-1.7	18.2	3.9	-0.4	1.8	0.0	nt
COCCNC(=O)C1CCN(C(=O)C2CC(=O)N(c3ccc(C)cc3)C2)CC1 (stereo unspecified)	-0.4	4.8	-1.9	3.0	-0.4	-2.5	-0.4	0.7	-0.8
CCc1onc(C)c1C(=O)Nc1ccc(N2CCOCC2)cc1	-0.1	-2.2	-1.0	15.7	-0.5	0.1	3.9	1.4	-0.9
CC1(C)CC(N(Cc2cccs2)C(=O)c2ccco2)CCO1 (stereo unspecified)	-0.6	1.2	1.3	8.6	6.1	-1.1	4.0	-1.6	nt
O=C(NNC(=O)c1cc(Br)c(Br)s1)c1ccncc1	-0.4	-2.3	-2.4	24.2	1.3	-1.7	-2.6	-0.7	-9.6

Carrying on.
SMILES	BH1578 lux ind	Mtb FBA inh	FadD28 FP inh	GDH-TPI counter	Y pestis TopoI	Mtb BioA inh	UGM FP inh	PfHsp40 yeast	TcdB inh
Cc1ccc(Cl)cc1-c1cc(C(=O)NCc2ccccc2)[nH]n1	1.2	-1.1	-4.7	-7.1	11.2	-1.4	nt	nt	2.0
O=C(N/C(=C\c1ccc([N+](=O)[O-])cc1)C(=O)N1CCOCC1)c1ccco1	i	-0.8	-3.5	18.6	-4.7	nt	0.5	-0.8	-4.2
O=C(N/N=C/c1cc(Br)c(O)c([N+](=O)[O-])c1)C(O)(c1ccccc1)c1ccccc1	i	-13.9	0.8	79.3*	-4.8	-0.9	5.5	nt	-0.2
Cc1ccc(S(=O)(=O)N2CCOC2CNC(=O)C(=O)NCCc2ccc(S(N)(=O)=O)cc2)cc1 (stereo unspecified)	-0.4	7.2	-0.4	3.4	0.2	-0.4	-1.0	0.7	0.5
Cc1ccc(-c2cc(C(=O)N/N=C/c3c[nH]c4ccccc34)[nH]n2)cc1	-0.2	-0.2	-1.7	20.3	-10.9	nt	nt	2.9	0.7
Nc1ncnc2c1ncn2[C@@H]1O[C@H](C(=O)NCC(F)(F)F)[C@@H](O)[C@H]1O	nt	-0.3	-3.2	nt	nt	-0.5	nt	nt	0.1
CCOc1cc(NC(=S)NCCCN2CCOCC2)c(OCC)cc1NC(=O)C1CC1	i	3.0	-2.1	15.8	-5.5	nt	0.4	-0.3	nt
CS(=O)(=O)N(CC(=O)N/N=C/c1ccc(OCC(=O)N2CCOCC2)cc1)c1ccccc1Cl	-0.2	1.9	-1.7	7.7	1.9	nt	1.1	-1.8	0.6
COc1ccc(OC)c2[nH]c(=O)c(CCNC(=O)c3cccs3)cc12	-3.0	4.9	1.1	3.4	-3.2	nt	-0.8	0.4	1.3
CCc1cc2c(=O)n(CC)c(SC(C)C(=O)Nc3c(C)n(C)n(-c4ccccc4)c3=O)nc2s1 (stereo unspecified)	i	-1.7	-2.2	-2.7	7.8	nt	0.2	0.8	nt
N#C/C(=C\c1cccc([N+](=O)[O-])c1)c1ccccn1	i	-1.9	-0.3	3.5	0.8	nt	-1.8	7.6	0.5
COc1ccccc1C(=O)C1CCCN(C(=O)CSc2ccccn2)C1 (stereo unspecified)	i	5.8	-1.6	4.4	2.2	21.5	-0.2	0.5	-0.1
CC1CCC2(CC1)NC(=O)N(CC(=O)Nc1ccc3c(c1)CCC3)C2=O (stereo unspecified)	-1.5	-6.2	1.0	7.4	4.0	-1.1	-0.1	-1.4	0.4
COCCN(C(=O)CC1C(=O)NCCN1CC(c1ccccc1)c1ccccc1)C(C)C (stereo unspecified)	nt	-0.7	-0.2	6.5	21.8	nt	0.9	-1.2	-0.2
C[C@H](CO)N1C[C@H](C)[C@@H](CN(C)S(=O)(=O)c2cn(C)cn2)Oc2c(NS(=O)(=O)c3ccccc3)cccc2C1=O	5.6	-1.7	0.2	5.5	2.1	0.4	-1.2	0.5	-0.3&0.1
Cc1cc(C)c(C#N)c(SCc2cc3c(cc2Cl)OCO3)n1	-8.0	-1.7	-1.8	10.5	5.3	nt	-1.4	1.2	4.9
CN(c1ccc(C(=O)N2CCCCC2)cc1)S(=O)(=O)c1ccccc1	-0.6	-3.3	-2.1	-15.1	-6.8	11.7	2.4	-2.0	nt
COC(=O)c1ccc(NCC(=O)c2ccccc2)cc1	1.4	5.0	1.1	-2.5	1.9	nt	-1.0	-0.6	nt
O=C(NC(=S)N1CCN(Cc2ccccc2)CC1)c1ccccc1	-0.3	-0.6	0.8	4.0	3.3	nt	4.4	-1.5	nt
Cc1ccc(N2C(=O)C3C4CC(=O)C(c5ccccc54)C3C2=O)cc1C (stereo unspecified)	-0.4	5.0	0.2	2.6	-12.9	nt	-0.5	-0.4	nt
CN(Cc1ccc2ccccc2c1)C(=O)c1ccc(C(F)(F)F)cc1	-0.2	-2.0	-2.1	0.0	39.5	2.6	-0.5	11.5	0.6
CCOC(=O)C1=C(C)N=C2SC(C(=O)OC)=CC(=O)N2C1c1ccc(OC)cc1 (stereo unspecified)	-0.2	1.3	-0.5	7.3	-2.4	nt	0.0	0.3	0.4
CCC(C)Sc1nc2c(cnn2-c2ccc(F)cc2)c(=O)[nH]1 (stereo unspecified)	2.0	-0.5	-0.2	8.2	8.3	-0.2	1.2	-1.3	-0.9
CCN(CC(=O)Nc1c(F)cccc1F)C(=O)c1ccc(S(=O)(=O)N2CCC(C)CC2)cc1	i	-2.0	-4.1	-0.7	8.2	-1.1	-0.8	-0.9	-0.8
NC(CC(=O)O)c1ccc(Br)cc1 (stereo unspecified)	-0.3	-0.6	-1.8	4.1	4.1	nt	1.3	12.7	nt
O=C(N/N=C/c1c[nH]c2ccccc12)c1cc2ccccc2o1	-3.2	-1.1	-2.8	25.8	-0.6	nt	1.4	1.3	0.6
O=C(NN1C(=O)C2C3C=CC(C3)[C@H]2C1=O)c1cccnc1 (stereo partly specified)	-0.4	0.9	-1.0	4.9	-1.6	nt	0.6	1.0	nt
CCCC(=O)N1c2ccccc2NC2=C(C(=O)CCC2)C1c1ccc(F)cc1 (stereo unspecified)	0.9	0.7	-0.6	30.6	3.2	-1.1	-0.3	-0.2	nt
COc1ccc(-c2ccc3[nH]c4c(c3c2)CCN2C[C@H]3[C@H](C)ON(C)[C@H]3C[C@@H]42)cc1	-1.1	8.7	-4.6	10.3	33.2	0.9	nt	nt	2.4
CCc1cccc(N(C)C(N)=Nc2cccc3ccccc23)c1	-0.3	-2.1	-3.2	-10.9	-0.4	-0.1	0.3	-0.4	1.1
N#CCCn1nc2c(c1N)CCC2	0.1	1.7	-2.7	-14.7	-7.0	nt	nt	-2.0	0.7
COc1ccc(C(O)c2nc(-c3cnn(C)c3)cs2)cc1 (stereo unspecified)	-0.3	-1.5	-2.2	-8.0	-8.8	0.7	nt	nt	-0.1
Cc1ccc(C)c(OCCCCn2ccnc2)c1	-2.0	0.6	-1.5	4.8	-7.4	1.2	-0.2	-1.0	nt
CCCCC(=O)N/N=C(\C)c1cccc(NC(=O)C2CC2)c1	-0.7	-0.5	-0.6	-3.7	-2.8	nt	1.6	-0.5	nt
CCOC(=O)c1c(-c2ccccc2)csc1NC(=O)CSc1nncs1	-0.3	1.9	-0.2	6.5	28.4	nt	3.1	-0.1	nt
N#CCc1cnc2ccccc2n1	0.1	-1.0	-1.2	-5.9	-1.8	0.9	-0.4	-0.9	1.0
